Dengue-2 NS5 capping: Dengue-2 NS5 methyltransferase inhibitors, primary screen, biochemical, confirmation dose response (AID 588689). Dengue-2 NS5 methyltransferase capping enzyme assay, biochemical; higher % means a stronger effect. one-dose inhibition, % at 25 µM; IC50 in µM for titrated hits. 0.3% of 340,000 active; in the data active means a potency from the dose series; inconclusive means inhibition above about 29% without an active follow-up result
HIV peptide binding: inhibitors of HIV fusion peptide binding, primary screen, biochemical, uHTS, fluorescence dequenching (AID 1986). 0.3% of 290,000 active. inhibition, % at 20 µM, or IC50 in µM where a hit was titrated. cell-free peptide binding, fluorescence dequenching, 30 min; higher % means a stronger effect; in the data active means inhibition mostly above about 52%, no sharp cut-off; inactive means mostly below about 76%; further: some results filed as inactive read as strong as hits
Salmonella PhoP GFP: inhibitors of PhoP regulon expression, primary screen, Salmonella Typhimurium, GFP reporter (AID 1863); S. Typhimurium PhoP-regulated promoter GFP reporter, 4 h; higher % means a stronger effect; inhibition, % at 50 µM; hits with a dose series show IC50 in µM; 0.16% of 300,000 active;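 active means inhibition over 29.93%, a cutoff 3 SD above the screen mean, later confirmed by dose response; inconclusive means inhibition over 29.93% but no dose response follow-up; inactive means inhibition at most 29.93% or unconfirmed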;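 further: 0% = low Mg2+ inducing control and 100% = high Mg2+ repressing control; strong numbers were not always called active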
UTI89 phage lysis: inhibition of K1F phage lysis, E. coli UTI89, bacterial capsule biogenesis inhibitors, alamar blue (AID 488966); inhibition, % at 100 µM; hits with a dose series show IC50 in µM; E. coli UTI89 K1F phage lysis, alamar blue, 2 h; higher % means a stronger effect; 0.02% of 340,000 active;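 active means phage lysis inhibition, versus mean bacterial control, above a set limit; inconclusive means no clear call, values can overlap the other calls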;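 further: capsule biogenesis inhibitors block K1F phage lysis so surviving cells raise fluorescence; higher fluorescence means more inhibition of phage lysis; actives were called in the ten point dose series up to 300 µM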
Large T inhibition: SV40 large T antigen inhibitors, biochemical (AID 1903) | SV40 large T antigen ATPase/helicase inhibition assay; higher % means a stronger effect | inhibition, % at 20 µM; hits with a dose series show IC50 in µM | 0.39% of 310,000 active; in the data active means a potency from the dose series; inconclusive means inhibition mostly from about 32% at the one dose, without a potency; inactive means the rest, 99 in 100 with inhibition below about 32%; further: strong numbers were not always called active
MgcRacGAP inhibition: MgcRacGAP GTPase-activating activity inhibitors, confirmation, biochemical, ADP Hunter fluorescence; Rac GTPase-activating protein 1 (Homo sapiens); MgcRacGAP-stimulated Rac1 GTP hydrolysis, ADP Hunter fluorescence; higher % means a stronger effect; GST-tagged Rac1 F28L mutant substrate; inhibition, % at 30 µM, or IC50 in µM where a hit was titrated; 0.6% of 340,000 active; AID 624330, 2012;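 active means first-screen hits whose inhibition reached a set limit at any dose in the follow-up dose series; inconclusive means inhibition above the set first-screen limit but never retested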;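 further: fluorescence reports GDP produced by GAP-driven GTP hydrolysis; strong numbers were not always called active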
GPR35 antagonists: GPR35 antagonists blocking zaprinast-driven arrestin recruitment, primary screen, imaging, U2OS, beta-arrestin-GFP, zaprinast agonist (AID 2058); G-protein coupled receptor 35 (Homo sapiens); 0.052% of 290,000 active; U2OS GPR35 beta-arrestin-GFP translocation imaging, zaprinast antagonism; higher % means a stronger effect; inhibition, % at 10 µM; hits with a dose series show IC50 in µM;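 active means inhibition of at least 50% with at least 30 cells and total cytoplasm GFP at most 10,000,000; inconclusive means under 30 cells or total GFP of 10,000,000 plus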
GPR55 LPI antagonism: GPR55 antagonists blocking LPI-driven arrestin recruitment, primary screen, imaging, U2OS, beta-arrestin-GFP, LPI agonist (AID 2013). U2OS GPR55 beta-arrestin-GFP translocation imaging, LPI antagonism; higher % means a stronger effect. 0.13% of 290,000 active. G-protein coupled receptor 55 (Homo sapiens). inhibition, % at 10 µM; hits with a dose series show IC50 in µM;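 active means spots per cell inhibited over 60%, with over 100 cells counted and total cytoplasm intensity under 500,000; inconclusive means wells with under 100 cells, flagged as likely toxic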;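 further: U2OS cells stably carrying GPR55 and arrestin-GFP stimulated by 5 µM LPI near EC80; imaged beta-arrestin-GFP aggregate spots per cell after agonist stimulation; plate controls were LPI-stimulated DMSO wells for no effect and DMSO wells without LPI for full effect; some results filed as inactive read as strong as hits; confirmed hits need IC50 under 10 µM and bright autofluorescent wells are also inconclusive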
RSV CPE inhibition: RSV antiviral activity via CPE protection, HEp-2 cells, primary 10 µM value included (AID 2391); HEp-2 cells, RSV-induced CPE inhibition; higher % means a stronger effect; CPE inhibition, % at 10 µM, or IC50 in µM where a hit was titrated; 0.13% of 310,000 active; in the data active means a potency from the dose series; inconclusive means CPE inhibition mostly from about 23% at the one dose, without a potency; inactive means the rest, 99 in 100 with CPE inhibition below about 21%; further: strong numbers were not always called active
Dengue-2 NS5 capping pilot replicate: recorded beside Dengue-2 NS5 capping, whose call it bears; inhibition, %; measured here: pilot screen replicate inhibition
The depositor's hits bear a star; ? = inconclusive; nt = no result given; [ ] = remark or other dose.

SMILES | Dengue-2 NS5 capping | HIV peptide binding | Salmonella PhoP GFP | UTI89 phage lysis | Large T inhibition | MgcRacGAP inhibition | GPR35 antagonists | GPR55 LPI antagonism | RSV CPE inhibition | others
O=C(NNC(=S)Nc1ccc(Cl)c(Cl)c1)c1cccc([N+](=O)[O-])c1 | nt | 43.3% | 16.4% | nt | 17.9% | nt | -14.4% | 16.3% | 41.1%
CCN(C(=O)COC(=O)c1cc(S(=O)(=O)N2CCOCC2)c(Cl)cc1Cl)C1CCS(=O)(=O)C1 (centres undefined) | nt | 0.0% | 3.9% | nt | 5.6% | nt | -2.4% | 5.0% | 1.9%
CCCNC(=O)NC(=O)COc1c(F)c(F)cc(F)c1F | -34.2% | 0.0% | -3.7% | 0.4% | 14.0% | 8.8% | 9.4% | -11.2% | 1.5%
COC(=O)c1ccc(S(=O)(=O)N2CCN(C(c3ccccc3)c3ccccc3)CC2)n1C | 0.8% | -1.1% | 2.8% | -0.2% | 3.5% | 6.5% | -2.1% | -7.6% | 14.4%
O=C(NCC1CCCO1)c1cn(-c2ccccc2)nc1-c1ccccc1 (centres undefined) | 0.0% | 1.7% | -4.2% | 0.0% | 3.5% | -11.6% | 2.4% | 0.0% | 2.0%
C/C(=N\NC(=O)C(C)Sc1ccccc1)C(C)(C)C (centres undefined) | 0.0% | 0.5% | 3.9% | 1.4% | 17.5% | 6.3% | 16.5% | nt | 1.0%
CC(=O)c1[nH]c(C)c(C(C)=O)c1C | -0.8% | -2.4% | 11.5% | 0.4% | -1.2% | -0.3% | 20.3% | 16.5% | 4.0%
Cc1cc(=O)n2nc(N3CCCC(C(=O)NCc4ccco4)C3)sc2n1 (centres undefined) | -8.0% | -1.8% | -8.6% | -0.1% | 10.6% | 16.8% | -1.2% | 5.2% | -0.5%
O=C(Nc1ccccc1N1CCCC1)c1cc(Cl)ccc1Cl | -8.2% | 0.7% | 0.1% | 0.2% | 10.2% | 1.6% | -2.1% | 1.3% | 8.4%
O=C(O)CC[C@@H](C(=O)O)N1C(=O)c2ccccc2C1=O | 8.2% | 0.7% | 5.7% | 3.0% | 15.3% | -0.9% | 0.2% | -3.9% | 3.6%
CCOC(=O)COc1ccc2c(=O)c(-c3ccccc3)coc2c1 | 0.0% | -0.8% | -2.4% | 0.7% | 9.8% | 5.2% | -4.4% | -11.0% | nt
Cc1cc(NC(=O)CN(C)S(=O)(=O)c2ccc(-c3ccc(=O)[nH]n3)s2)ccc1Br | -4.5% | 1.4% | -10.0% | 0.1% | 10.3% | 8.3% | -2.2% | 11.3% | 1.4%
O=[N+]([O-])c1ccc(N/N=C/c2cn(Cc3ccc(F)cc3)c3ccccc23)nc1 | -2.9% | -5.4% | 19.0% | 1.0% | 6.7% | -0.9% | 18.4% | -4.5% | 5.1%
COc1ccc(C(=O)N/N=C/c2ccc(N3CCOCC3)s2)cc1OC | -8.5% | nt | nt | 0.9%[50 µM] | nt | 110µM* | nt | nt | 2.5%
CCCCN1C(=S)NC[C@@H]1c1ccccc1 | -5.8% | 1.0% | -5.7% | 1.5% | -0.5% | 3.6% | 4.2% | 1.5% | 0.7%
COc1ccc(NC(=O)Nc2ncn(Cc3cccc(C(F)(F)F)c3)n2)cc1OC | 0.6% | -1.7% | 0.2% | -0.4% | 8.7% | 10.0% | 1.0% | 5.5% | 1.1% | Dengue-2 NS5 capping pilot replicate=-2.7
Cc1ccc2ncnc(Oc3ncccc3[N+](=O)[O-])c2c1 | -9.4% | 0.1% | -5.8% | 0.4% | 20.1% | 5.8% | 8.6% | -1.0% | 6.6%
COC(=O)c1[nH]c2ccc(C)cc2c1NC(=O)NC1CCCCC1 | -6.2% | -2.0% | 10.8% | 0.2% | 4.5% | -0.7% | -3.0% | -8.2% | 5.4%
Cc1ccccc1-n1c([C@@H]2C[C@H]2c2ccccc2)n[nH]c1=S | -11.7% | -0.4% | -7.3% | -0.3% | 12.7% | 5.2% | -1.8% | 15.7% | nt
COc1ccc(CNC(=O)C2CCN(C(=O)N3CCOc4ccc(C)cc43)CC2)cc1 | -8.6% | 0.2% | 11.7% | 1.1% | -3.8% | 12.6% | 0.3% | 2.6% | 0.2%
COC(=O)c1ccccc1NC(=O)CCn1c(=O)oc2ccccc21 | -9.8% | -0.5% | 0.6% | -1.2%[50 µM] | 6.6% | 7.0% | -13.5% | 5.3% | 1.6%
Cc1cc(Cl)c(OCCOCCN2CCC(C)CC2)c(Br)c1 | -11.5% | 2.8% | -5.7% | 1.0%[50 µM] | 5.6% | 21.9% | -6.3% | 25.3% | -0.8%
COC(=O)c1ccc(C2c3[nH]c4ccccc4c3C[C@H]3C(=O)N(C4CC4)CC(=O)N23)cc1 (some centres undefined) | 0.7% | 2.6% | nt | 0.5% | 8.0% | 4.9% | -12.2% | 3.0% | 0.7%
CCCc1nnc(NC(=O)CSc2nnc(-c3ccco3)n2C)s1 | 8.9% | -0.7% | 2.8% | 0.2% | -1.6% | 3.9% | -2.8% | -6.7% | 1.2%
CSc1ccc(S(=O)(=O)N(CC(=O)NCc2ccccn2)c2ccc(C)cc2)cc1 | -9.1% | 1.4% | 6.8% | -0.2% | -5.9% | 1.9% | -2.9% | -6.2% | 0.3%
COc1ccc(/C=C/c2nnc(NC(=O)C(C)(C)C)s2)cc1 | 1.5% | 0.0% | 1.2% | 3.9% | 13.4% | 9.5% | 3.8% | 8.3% | 19.4%
O=C(c1cc(C(=O)NCCc2ccccc2)c(=O)n(CCc2ccccc2)c1)c1cc(Cl)ccc1O | -7.4% | 10.1% | -0.5% | 3.2%[50 µM] | -0.7% | 7.9% | -4.6% | 2.2% | 17.5%
Fc1ccc(NCc2cccnc2)cc1F | 7.7% | -2.4% | 8.2% | 0.4% | 20.3% | 5.8% | -7.5% | 1.9% | 10.0%
COc1ccccc1/C=C/CN1CCCCC1 | -5.9% | 2.3% | 1.2% | 1.9% | 12.8% | 29.6% | -4.5% | -1.6% | 0.6%
Cc1ccc(S(=O)(=O)NCC2(c3ccccc3)CCOCC2)cc1 | -9.2% | 2.1% | 2.0% | 0.1% | 20.1% | -2.7% | -4.8% | 6.1% | 0.9%
CCOc1ccc(S(=O)(=O)NCCC(=O)N2CCN(c3ncccn3)CC2)cc1 | -5.1% | nt | nt | 0.6%[50 µM] | nt | -0.2% | nt | nt | 0.8%
Nc1c(C(=O)CSc2nc(-c3ccccc3)cs2)c(=O)[nH]c(=O)n1C1CC1 | 0.0% | nt | nt | 0.8%[50 µM] | nt | 9.1% | nt | nt | -0.1%
CCc1c(C(C)=O)oc2ccc3c(C)cc(=O)oc3c12 | 7.5% | -1.5% | 0.2% | 1.5%[50 µM] | 22.5% | -0.6% | 1.1% | 2.7% | 2.3%
CCC(=O)Nc1ccc2c(c1)nc1n2CCN(C2CCCCC2)C1 | -5.3% | 1.1% | -10.4% | 0.5% | 19.4% | -0.2% | 0.2% | 4.0% | 0.1%
O=C(CN1C(=O)NC2(CCCCC2)C1=O)Nc1ccc2[nH]c(=O)[nH]c2c1 | -2.6% | nt | nt | 1.0%[50 µM] | nt | 9.3% | nt | nt | 1.7%
COc1ccc(C(=O)NCCn2cc(SCC(=O)NCC3CCCO3)c3ccccc32)cc1 (centres undefined) | 13.1% | 1.0% | -2.6% | 1.1%[50 µM] | 1.6% | 7.2% | -7.6% | 3.7% | 0.5%
O=C(CCCc1c[nH]c2ccccc12)N1CCN(c2ccc(N3CCOCC3)nn2)CC1 | -1.4% | 7.3% | -3.7% | 2.6% | 10.5% | 2.6% | 3.3% | 3.8% | 0.5%
COc1ccc(S(=O)(=O)N2CCC(C(=O)N[C@H](C(=O)NCc3ccncc3)C(C)C)CC2)cc1 | -7.9% | 1.8% | -4.2% | 1.4% | nt | 1.7% | 18.3% | 1.6% | 3.8%
Cc1[nH]c2ccccc2c1C(=O)C(=O)N1CCN(c2ccccc2F)CC1 | -1.6% | -1.8% | 4.8% | 0.1% | 6.9% | 8.8% | 12.2% | -0.8% | 6.5%
COc1ccc(C(=O)NCCS(=O)(=O)NCc2ccc3c(c2)OCO3)cc1 | -4.4% | nt | 2.0% | 0.6%[50 µM] | 11.7% | 6.4% | nt | nt | 1.2%
Cc1cccc(C(=O)N2CCN(S(=O)(=O)N3CCCCC3)CC2)c1 | 1.3% | -0.9% | -0.4% | 1.2%[50 µM] | 10.6% | 3.1% | -2.7% | -8.9% | 2.1%
Cc1ccc(NC(=O)Cn2nc(-c3ccccc3Cl)ccc2=O)c(Br)c1 | -4.5% | 0.1% | -9.1% | -0.1% | 15.7% | 1.1% | -14.4% | -19.9% | ?
COc1ccc(S(=O)(=O)N2CCCCCC2)cc1NC(=O)CC1OC(=O)c2ccccc21 (centres undefined) | 0.7% | nt | -5.5% | 0.1%[50 µM] | 13.3% | -5.8% | nt | nt | 0.1%
O=C1CC(NS(=O)(=O)c2ccc(F)cc2)CN1c1ccc2c(c1)OCCO2 (centres undefined) | 6.5% | nt | 4.5% | 0.8%[50 µM] | 18.7% | 3.9% | nt | nt | 0.6%
Cc1nnsc1C(=O)N/N=C/c1ccccc1 | -8.2% | -2.4% | 3.3% | 0.0% | 5.4% | 12.4% | 2.6% | 8.8% | 4.5%
CCSC1(SCC)N=C(N)C2(C#N)C(c3ccccc3)NC(C)=CC12C#N (centres undefined) | -1.1% | 1.8% | -4.7% | 0.5% | 17.2% | 0.5% | 3.3% | 11.9% | 1.0%
COC(=O)[C@H](CC(C)C)NC(=O)N1CCC(C)CC1 | 5.4% | -1.2% | -7.5% | -0.5% | 8.5% | 1.4% | -1.7% | -1.6% | nt
CCc1nnc(NC(=O)CN2CCN(Cc3cccc(Cl)c3)CC2)s1 | 0.0% | -0.1% | 5.3% | 0.0% | 22.4% | 4.5% | 2.9% | 2.9% | -0.4% | Dengue-2 NS5 capping pilot replicate=2.4
CCc1ccc(NC(=O)C2CC=CCC2C(=O)O)cc1 (centres undefined) | -8.1% | 3.0% | -6.3% | 0.2% | 9.8% | -1.4% | 3.0% | 0.4% | 3.0%
CC(C)(C)c1ccc(C(=O)NC(=S)N2CCOCC2)cc1 | 2.0% | -0.2% | -0.2% | 1.4%[50 µM] | 6.8% | 3.1% | -2.6% | 19.7% | 0.6%

Compound activity: PubChem, several laboratories
